# AI-2 QS modul: Vibrio harveyi AI-2 quorum sensing modulation | activity change, % at 7.5 µM | 300,000 tested, 0.4% active | Vibrio harveyi JMH597 AI-2 luminescence/OD600 ratio, 9 h; active compounds read low; strain lacks LuxN and CqsS sensors; 0 = neutral-control median; in the data active = activity change below about -75%, passing the limit was not always enough;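 note: luminescence divided by OD600 gain over 9 h not by final OD600 alone; inactives centre near 13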
# TRPC6 act: activators of mouse TRPC6 channel; 310,000 tested, 0.13% active; B-score at 10 µM; AID 2550; HEK293-TRPC6 membrane potential dye fluorescence; active compounds read high;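 active = B-score of the integrated fluorescence ratio above library mean plus 3 SD, and starting fluorescence ratio within library mean plus 5 SD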;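 note: higher score means more depolarization so channel activation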
# PolyA inh: yeast polyadenylation inhibition. S. cerevisiae SKY197-pL101 polyadenylation reporter, beta-gal luminescence; efflux-impaired pdr1/pdr3 knockout yeast; score 100 = 6 SD above DMSO. calls only at 12 µM. 300,000 tested, 0.02% active. AID 1875;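 active = lowest replicate activity score at least 50, where 100 means six control SD above control mean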;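 note: yeast exposed to compound for 9 h at 30 °C; higher score means more reporter readthrough which indicates perturbed polyadenylation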
# TRPC4 act: TRPC4 (mouse) channel activation. HEK293 TRPC4beta/mu-opioid, Fluo4 calcium fluorescence; active compounds read high. B-score at 10 µM. 310,000 tested, 0.49% active;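 active = B-score above 5 SD of library B-scores, and initial fluorescence ratio not above library mean plus 5 SD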;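 note: positive B-score marks a calcium rise read as TRPC4 activation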
# Target sequence (Q9QUQ5 whole entry, looked up): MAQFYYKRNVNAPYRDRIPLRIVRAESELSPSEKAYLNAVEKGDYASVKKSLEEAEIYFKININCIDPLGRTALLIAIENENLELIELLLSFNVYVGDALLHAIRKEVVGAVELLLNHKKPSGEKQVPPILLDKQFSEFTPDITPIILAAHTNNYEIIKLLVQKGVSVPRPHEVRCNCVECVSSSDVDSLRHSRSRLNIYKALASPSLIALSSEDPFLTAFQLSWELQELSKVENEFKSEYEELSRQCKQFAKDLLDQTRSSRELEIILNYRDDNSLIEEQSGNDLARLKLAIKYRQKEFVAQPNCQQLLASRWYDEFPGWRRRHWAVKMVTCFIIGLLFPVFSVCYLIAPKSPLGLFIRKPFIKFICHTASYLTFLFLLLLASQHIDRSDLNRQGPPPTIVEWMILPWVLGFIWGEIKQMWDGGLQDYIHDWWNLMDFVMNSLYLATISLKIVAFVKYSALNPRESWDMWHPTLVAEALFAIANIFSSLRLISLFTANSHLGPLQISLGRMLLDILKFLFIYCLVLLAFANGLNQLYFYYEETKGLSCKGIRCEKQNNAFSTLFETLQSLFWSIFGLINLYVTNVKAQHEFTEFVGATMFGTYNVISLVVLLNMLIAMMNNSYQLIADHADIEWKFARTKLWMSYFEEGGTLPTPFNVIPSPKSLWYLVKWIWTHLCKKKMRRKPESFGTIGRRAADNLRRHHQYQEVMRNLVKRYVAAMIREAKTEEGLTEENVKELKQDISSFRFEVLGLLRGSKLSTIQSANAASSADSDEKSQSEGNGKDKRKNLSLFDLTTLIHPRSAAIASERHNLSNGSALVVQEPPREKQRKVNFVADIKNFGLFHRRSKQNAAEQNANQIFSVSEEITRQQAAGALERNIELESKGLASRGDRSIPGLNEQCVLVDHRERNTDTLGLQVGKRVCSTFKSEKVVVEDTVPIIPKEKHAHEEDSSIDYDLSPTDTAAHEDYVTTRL
#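 Technique: kinetic Fluo4 calcium fluorescence; Test system: TRPC4beta and mu-opioid receptor HEK293 stable cells; Measure: B-scored integrated calcium fluorescence ratio; Benchmarks: low control buffer alone, high control maximal DAMGO; Schedule: 45 min room-temperature Fluo4 loading, 110 s read.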
# MrgX1 antagonist: human MrgX1 receptor antagonism, primary screen | Q96LB2 | MRGX1-HEK293 calcium flux, Fluo-4, BAM8-22 antagonism; active compounds read low | B-score at 10 µM | 310,000 tested, 1.3% active;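 active = calcium-response B-score plate-corrected more than 3 library SD below zero, starting fluorescence within 5 deviations, no agonist response on first addition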;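 note: peak minus trough fluorescence over baseline after final BAM8-22 challenge near maximal dose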
# HIF act: HIF pathway transcriptional activation; 300,000 tested, 0.32% active; activation, % at 7.5 µM (by protocol); U2OS HRE-luciferase reporter, luminescence; normalized: DMSO 0%, desferrioxamine 100%;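 active = mean activation of at least 10% of the iron chelator positive control signal, with at least half of replicates also reaching 10%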
# MrgX1 agonist: agonists of human MrgX1 receptor. Q96LB2. MrgX1-HEK293 cells, Fluo-4 calcium fluorescence, agonist mode; active compounds read high. B-score at 10 µM. 310,000 tested, 0.44% active;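 active = calcium response B-score plate-corrected fluorescence ratio at least 3 library SD, with starting fluorescence B-score inside 5 SD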
#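 Assay system: stable human MrgX1 HEK293 cell line. Quantity: 15,000 cells per well. Schedule: cells plated overnight, dye loaded 0.5 h 37 °C, 0.5 h room temperature. Detection: Fluo-4 NW calcium-flux fluorescence, kinetic read. Read-out basis: peak-minus-minimum fluorescence over baseline, converted to B scores. Control set: positive and negative control wells on each plate.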
# TRPC6 inhibitor: inhibitors of mouse TRPC6 channel; Q61143; HEK293-TRPC6, membrane potential dye, ACh-evoked depolarization; active compounds read low; B-score at 10 µM; 310,000 tested, 1.1% active;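 active = B-score under library mean minus 3 SD, initial fluorescence not abnormally high, positive integrated signal ratio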;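 note: B-score derived from integrated fluorescence ratio over the kinetic read; more negative B-score means stronger inhibition of depolarization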
# TRPC4 PAM: allosteric potentiators of mouse TRPC4 channel; Q9QUQ5; HEK293 TRPC4beta/mu-opioid, DAMGO EC20, Fluo-4 Ca2+ flux; active compounds read high; B-score at 10 µM; 310,000 tested, 0.42% active; AID 2227;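 active = B-score of calcium response area above 5 SD of library B-scores, with initial fluorescence ratio within 5 SD of library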;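 note: B-score of integrated fluorescence ratio over time as area under calcium response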
# MrgX1 PAM: allosterically activates human MrgX1 receptor signaling; Q96LB2; MrgX1-HEK293, Fluo-4 calcium flux, FDSS; active compounds read high; B-score at 10 µM; 310,000 tested, 0.63% active;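 active = plate-corrected calcium response at least 3 library SD above typical, normal starting fluorescence, not activating the receptor alone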;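 note: compound read alongside a low EC10 to EC30 dose of BAM8-22 agonist; peak minus trough fluorescence over baseline measured at the second addition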
# TRPC4 block: inhibitors of mouse TRPC4 channel; HEK293 TRPC4beta/mu-opioid, DAMGO-evoked Fluo4 calcium flux; active compounds read low; B-score at 10 µM; 300,000 tested, 0.39% active;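 active = B-score over 3 SD under the library average, no early fluorescence shift, positive overall ratio signal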
#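 System: stable TRPC4beta/mu-opioid receptor HEK293 cells; Dosing: single-point compound dosing; Measured by: Fluo4 Ca2+ flux fluorescence; Read-out basis: per-well B score of integrated baseline-normalized Fluo4 ratio.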
# * = called active by the depositor; i = inactive; . = not tested or not shown. Some of the compounds tested (hit frequency here may not be typical).
compound,AI-2 QS modul,TRPC6 act,PolyA inh,TRPC4 act,MrgX1 antagonist,HIF act,MrgX1 agonist,TRPC6 inhibitor,TRPC4 PAM,MrgX1 PAM,TRPC4 block
CC(/C=N\NC(=O)c1ccc(C)nc1)=C\c1ccccc1,13,i,i,i,i,0.0,i,i,i,i,i
COc1cc(/C=N/NC(=S)NCc2ccccc2)ccc1OCC#N,4,i,i,i,i,-0.1,i,i,i,i,i
CC(C)C(C(=O)NCC1CCCO1)N(Cc1ccco1)C(=O)CNS(=O)(=O)c1ccccc1 (configuration not stated),2,i,i,i,i,-0.1,i,i,i,i,i
Cc1ccc(NNC(=O)c2c(F)cccc2Cl)cc1Cl,15,i,i,i,i,-0.3,i,i,i,i,i
C/C(=N\Nc1cc(Cl)nc(C)n1)c1ccc(C)cc1,0,i,.,i,i,0.0,i,i,i,i,i
O=C(/C=C/c1ccccc1)NNC(=O)c1cccs1,7,i,i,i,i,-61,i,i,i,i,i
CCOC(=O)c1cc(-c2ccccc2)sc1NC(=O)CN1C(=O)c2ccccc2C1=O,9,i,i,i,i,0.0,i,i,i,i,i
Cc1ccc(CSC(Nc2ccc(F)cc2)=C(C#N)C#N)cc1,16,i,i,i,i,0.1,i,i,i,i,i
CCOc1ccc(C(=O)NC(=S)Nc2cccnc2)cc1[N+](=O)[O-],11,i,i,i,i,0.4,i,i,i,i,i
CC(C)Oc1ccccc1C1CC(=O)Nc2c1c(=O)n(C)c(=O)n2C (configuration not stated),27,i,i,i,i,0.0,i,i,i,i,i
N#CCCN(C(=O)CCl)c1cccc(Cl)c1,4,i,i,i,i,-0.4,i,i,i,i,i
CCOC(=O)/C(C#N)=C/Nc1ccccc1OC(F)(F)F,10,i,i,i,i,-0.2,i,i,i,i,i
O=Nc1c(O)n(Cc2ccc(Cl)c(Cl)c2)c2ccccc12,30,i,i,i,i,-1.1,i,i,i,i,i
CCc1ccc(NC(=O)CCC(=O)Nc2nnc(C(C)C)s2)cc1,16,i,i,i,i,0.5,i,i,i,i,i
CCOc1ccc(S(=O)(=O)N2CCN(C(=S)NCc3ccccc3)CC2)cc1,-1,i,i,i,i,-0.4,i,i,i,i,i
COc1ccc(N2CCN(CC(=O)NC(=O)NC(C)(C)C)CC2)cc1,5,i,i,i,i,-0.9,i,i,i,i,i
COc1ccc(-n2c(COc3ccccc3)n[nH]c2=S)cc1,54,i,i,i,i,-6.1,i,i,i,i,i
C=CCSc1nc(N)c(C#N)c(-c2ccccc2)c1C#N,-4,i,i,i,i,-0.2,i,i,i,i,i
O=C(CSc1nnc2scc(-c3ccc(Cl)cc3)n12)NCc1ccco1,22,i,i,i,i,-0.4,i,i,i,i,i
Cc1ccc(NC(=O)COc2ncnc3sccc23)cc1S(=O)(=O)N(C)C,-78*,i,i,i,i,0.3,i,i,i,i,i
COc1ccc(CN(C#N)c2nc(C)cc(C)n2)cc1,11,i,i,i,i,0.9,i,i,i,i,i
O=c1[nH]c(C2CCCN(S(=O)(=O)c3cccc(F)c3)C2)nc2c1nnn2Cc1ccccc1 (configuration not stated),8,i,i,i,i,0.0,i,i,i,i,i
CCCCN(c1ccccc1)c1ncnc(N)c1[N+](=O)[O-],30,i,i,i,i,1.8,i,i,i,i,i
Cc1cc(C)c2c(CN3CCOCC3)cc(=O)oc2c1C,4,i,i,i,i,0.3,i,i,i,i,i
CC(C)c1c(C(=O)N/N=C/c2cccc(OCc3ccc(F)cc3)c2)nnn1-c1nonc1N,8,i,i,i,i,0.1,i,i,i,i,i
Cc1ccc(-c2nnc(C)c(N3CCOCC3)n2)cc1,3,i,i,i,i,-0.2,i,i,i,i,i
CCOc1ccc(CN2C(=O)c3ccccc3C2=O)cc1C(=O)Nc1nnc(SCC)s1,0,i,i,i,i,0.3,i,i,i,i,i
O=C(NCc1ccccc1)c1ccc(CNc2c(N3CCCC3)c(=O)c2=O)cc1,5,i,i,i,i,-0.1,i,i,i,i,i
CCOC(=O)c1ccc(CNC(=O)CSc2nnc(-c3ccncc3)o2)cc1,10,i,i,i,i,-0.5,i,i,i,i,i
CCOC(=O)CCCNC(=O)CCNC(=O)c1ccc(OCC(C)C)cc1,5,i,i,i,i,-0.3,i,i,i,i,i
Clc1ccc(-c2csc3ncnc(Cl)c23)cc1,35,i,i,i,i,0.1,i,i,i,i,i
C=CCC1NS(=O)(=O)O[C@H](CCCC)[C@@H]1O (some centres not stated),-2,i,i,i,i,-0.4,i,i,i,i,i
Cc1ccc2c(c1)cc(CN(Cc1cccnc1)C(=O)c1ccccc1)c1nnnn12,14,i,i,i,i,-0.7,i,i,i,i,i
CCOC(=O)c1ccc(NC(=S)N(CCN2CCCCCC2)Cc2cccs2)cc1,18,i,i,i,i,-1.3,i,i,i,i,i
O=C(CSc1nnnn1-c1ccc(F)cc1)Nc1nc2ccccc2s1,6,i,i,i,i,0.0,i,i,i,i,i
O=C(O)C1CCN(c2c([N+](=O)[O-])cc(C(F)(F)F)cc2[N+](=O)[O-])CC1,12,i,i,i,i,0.1,i,i,i,i,i
Fc1ccc2[nH]c3c(N4CCc5ccccc5C4)ncnc3c2c1,32,i,i,i,i,1.3,i,i,i,i,i
COc1ccc(C(C)C)cc1S(=O)(=O)NCCCn1ccnc1,4,i,i,i,i,0.4,i,i,i,i,i
C#CCOCCOCCOCCNc1nc(N2CCN(C(=O)[C@H](Cc3ccc(O)cc3)n3cc([C@@H](N)CC(C)C)nn3)CC2)nc(N2CCN(C(=O)[C@H](Cc3ccc(O)cc3)n3cc([C@@H](N)CC(C)C)nn3)CC2)n1,4,i,i,i,i,-0.6,i,i,i,i,i
CCn1cc(/C=C(\NC(=O)c2ccccc2F)C(=O)NCCCn2ccnc2)c2ccccc21,-10,i,i,i,i,-0.7,i,i,i,i,i
O=C(COc1ccc2ccccc2c1Br)Nc1cccnc1,12,i,i,i,i,3.4,i,i,i,i,i
CC(=O)c1ccc(NC(=O)CN2CCN(CC(=O)Nc3ccc(C(C)=O)cc3)CC2)cc1,-5,i,i,i,.,0.7,.,i,i,.,i
Cc1noc(-c2ccccc2)c1NC(=O)Nc1ccccc1,9,i,i,i,i,-0.3,i,i,i,i,i
CCN(CC(=O)Nc1ccc(N2CCOCC2)cc1)C(=O)COc1ccccc1OC,0,i,i,i,i,0.4,i,i,i,i,i
Cc1cc(C)n(C(=O)c2ccc(NC(=O)C3COc4ccccc4O3)cc2)n1 (configuration not stated),8,i,i,i,i,0.1,i,i,i,i,i
CC1CCc2nn(CC(=O)NCc3ccc(F)cc3)cc2C1 (configuration not stated),12,i,i,i,i,0.3,i,i,i,i,i
O=C(O)Cc1ccc(C(=O)c2ccc(F)cc2)s1,-6,i,i,i,i,-2.7,i,i,i,i,i
Cc1cccc(N2CCN(C(=O)CSCc3c(C)noc3C)CC2)c1C,15,i,i,i,i,0.1,i,i,i,i,i
CNC(=S)NCC(O)c1ccc([N+](=O)[O-])cc1 (configuration not stated),-7,i,i,i,i,-0.1,i,i,i,i,i
O=C1CC[C@@H](OCc2ccccc2)CCN1CC[C@H](Sc1ccccc1)c1ccccc1,21,i,i,i,i,-0.1,i,i,i,i,i
Cc1cc(=O)oc2cc(OCC3CC(c4ccccc4)=NO3)ccc12 (configuration not stated),-86*,i,i,i,i,2.1,i,i,i,i,i
Cc1cccn2c(=O)c(C=Nc3ccccc3)c(NCCO)nc12,23,i,i,i,i,0.0,i,i,i,i,i
Cc1cc(C)c[n+](C(C)C(=O)c2ccc(-c3ccccc3)cc2)c1 (configuration not stated),3,i,i,i,i,0.1,i,i,i,i,i
Cc1ccc(S(=O)(=O)N2CCN(C(=O)COC(=O)c3cc(C)oc3C)CC2)cc1,12,i,i,i,i,0.1,i,i,i,i,i
CCCOc1ccc(N2C(=O)CC(SCCc3nc4ccccc4[nH]3)C2=O)cc1 (configuration not stated),19,i,i,i,i,0.1,i,i,i,i,i
O=C(CN(C(=O)CNS(=O)(=O)c1ccccc1)c1ccc2c(c1)OCCO2)NCc1ccco1,17,i,i,i,i,-0.2,i,i,i,i,i
COc1ccc(C(=O)O)cc1NC(=S)NC(=O)CSc1ccc(Cl)cc1,31,i,i,i,i,-0.4,i,i,i,i,i
Cc1cc(NC(=O)CCC(=O)N(c2ccc(F)cc2)C2(C(=O)NC3CCCCC3)CCCC2)no1,4,i,i,i,i,-0.5,i,i,i,i,i
Cc1ccc(Cl)cc1N1CCN(C(=O)COc2ccc3c(c2)CCC3)CC1,19,i,i,i,i,-0.3,i,i,i,i,i
COc1ccc(NC(=O)Cn2c(=O)n(Cc3ccco3)c(=O)c3ccccc32)cc1,14,i,i,i,i,0.4,i,i,i,i,i

# Next results.
compound,AI-2 QS modul,TRPC6 act,PolyA inh,TRPC4 act,MrgX1 antagonist,HIF act,MrgX1 agonist,TRPC6 inhibitor,TRPC4 PAM,MrgX1 PAM,TRPC4 block
COc1ccc(/C=N/N(C)C2=NS(=O)(=O)c3ccccc32)cc1,11,i,i,i,i,0.3,i,i,i,i,i
O=C(NCCOc1ccccc1)c1ccccc1NC(=O)C1CCCO1 (configuration not stated),16,i,i,i,i,1.9,i,i,i,i,i
CCC(C)(C)NC(=O)C(c1ccc(C)cc1)N(CC1CCCO1)C(=O)CNC(=O)c1cccs1 (configuration not stated),17,i,i,i,i,0.0,i,i,i,i,i
Cc1cc(C)cc(NC(=S)NCc2ccc(F)cc2)c1,-33,i,i,i,i,-0.1,i,i,i,i,i
O=C(CCCc1ccccc1)NCCS(=O)(=O)N1CCN(c2ccc(F)cc2)CC1,33,i,i,i,i,-5.7,i,i,i,i,i
Cc1c(C(=O)NC(C)CN2CCCCC2)oc2ccccc12 (configuration not stated),9,i,i,i,i,0.2,i,i,i,i,i

# Screens (PubChem)
